From PubChem BioAssay
OXTR ag = human OXTR agonists, primary screen, fluorescence, CHO-OTR cells, Fluo-8 calcium. Oxytocin receptor (Homo sapiens), P30559. Fluo-8 calcium fluorescence; normalized: DMSO 0%, oxytocin 100%. activation, % at 3 µM. 0.32% of 320,000 active. AID 2435, 2010;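 active = activation above the mean of all tested compounds plus 3 SD, cutoff set per screening run, cut at about 20% in these data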;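 note: peak over basal fluorescence ratio from a 100 s FLIPR kinetic read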
V1aR counter = agonists of human V1a receptor, primary screen, counter-screen for OXTR agonist project, fluorescence, CHO-V1R cells; Vasopressin V1a receptor (Homo sapiens), P37288; Fluo-8 calcium fluorescence, agonist mode; 0% DMSO, 100% 3 nM vasopressin; activation, % at 3 µM; 0.25% of 320,000 active; AID 2797, 2010;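 active = activation above the mean activation of all tested compounds plus 3 SD, per screening run, cut at about 20% in these data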;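 note: signal is peak over basal fluorescence ratio across a 100 second FLIPR read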
MEKK2 mut-MEK5 = MEK5 binding signal on mutant MEKK2 PB1, primary screen, biochemical, multiplex bead flow cytometry, Alexa488-MEK5 | Alexa488-MEK5 binding to MEKK2 mutant | percent response, % at 10 µM | 0.35% of 290,000 active | AID 1530, 2009; in the data active = percent response above about 24%, passing the limit was not always enough; note: inactives centre near 1; some results filed as inactive read as strong as hits; reference of the scale not given here
PHOSPHO1 inh = PubChem AID 1565; Phosphoethanolamine/phosphocholine phosphatase (Homo sapiens), Q8TCT1; recombinant PHOSPHO1, absorbance phosphatase assay; inhibition, % at 13.3 µM; 1.1% of 290,000 active; in the data active = inhibition above about 60%
Target sequence (Q8TCT1 whole entry, looked up): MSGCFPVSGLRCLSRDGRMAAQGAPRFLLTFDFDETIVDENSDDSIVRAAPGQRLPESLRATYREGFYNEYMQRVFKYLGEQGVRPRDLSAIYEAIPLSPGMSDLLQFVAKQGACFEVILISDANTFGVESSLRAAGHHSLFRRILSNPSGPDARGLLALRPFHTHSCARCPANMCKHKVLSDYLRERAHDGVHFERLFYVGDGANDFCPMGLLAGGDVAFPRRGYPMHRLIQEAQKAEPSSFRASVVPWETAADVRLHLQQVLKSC
NALP1 inh = NALP1 inflammasome inhibitors in reconstituted yeast, colorimetric, S. cerevisiae, triplicate retest. 0.61% of 280,000 active. inhibition, % at 10 µM. S. cerevisiae NALP1/ASC/caspase-1 growth, X-gal OD620, 72 h; in the data active = inhibition mostly above about 24%, no sharp cut-off; inactive = mostly below about 32%; note: some compounds called inactive have numbers as strong as hits
MEKK3 PB1 HTS = modulators of MEKK3-MEK5 PB1 binding, primary screen, biochemical, wildtype MEKK3, multiplex bead flow cytometry, Alexa488-MEK5; Mitogen-activated protein kinase kinase kinase 3 (Homo sapiens), Q99759; bead-based flow cytometry, Alexa488-MEK5 binding to MEKK3; actives lie on both sides; 0 = blocked by unlabeled MEK5, 100 = vehicle; binding response (% of control), % at 10 µM; 1.4% of 290,000 active; AID 1529, 2009;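 active = binding response more than 3 SD above or below the average of its plate-row segment, actives on both sides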;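 note: Alexa488 bead fluorescence after subtracting the streptavidin-only scavenger bead signal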
MEKK2 WT-MEK5 = modulators of MEK5 binding to wildtype MEKK2, primary screen, biochemical, multiplex bead flow cytometry, Alexa488-MEK5. binding response (% of control), % at 10 µM. Alexa488-MEK5 binding to MEKK2 WT; actives lie on both sides. Mitogen-activated protein kinase kinase kinase 2 (Homo sapiens), Q9Y2U5. 1.1% of 290,000 active; in the data active = binding response below about 67% or above about 130%
GPR7 antag = GPR7 receptor antagonists, primary screen, cell-based, fluorescence, single concentration | Neuropeptides B/W receptor type 1 (Homo sapiens), P48145 | GPR7-expressing cells, fluorescence antagonist assay | inhibition, % at 4.4 µM | 1.1% of 290,000 active | AID 1861, 2009; in the data active = inhibition above about 16%, passing the limit was not always enough;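 note: cells stimulated with the agonist NPW; 0% = agonist with vehicle and 100% = vehicle without agonist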
Target sequence (P48145 whole entry, looked up): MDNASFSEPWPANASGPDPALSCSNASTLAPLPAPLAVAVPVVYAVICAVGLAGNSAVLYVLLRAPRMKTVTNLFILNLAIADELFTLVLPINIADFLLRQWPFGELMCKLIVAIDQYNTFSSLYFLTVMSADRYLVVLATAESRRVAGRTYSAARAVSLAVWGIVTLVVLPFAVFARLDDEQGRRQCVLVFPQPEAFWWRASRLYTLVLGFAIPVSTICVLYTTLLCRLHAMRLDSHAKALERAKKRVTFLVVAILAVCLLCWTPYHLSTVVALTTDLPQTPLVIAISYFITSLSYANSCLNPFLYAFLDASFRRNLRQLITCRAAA
GalR3 antag = GalR3 antagonists in HEK293 cells, primary screen, cell-based, fluorescence readout; inhibition, % at 3 µM; AID 651719, 2012; HEK293 GalR3-CNG cAMP membrane potential fluorescence; galR3 body fused to GalR1 C-terminus; Galanin receptor type 3 (Homo sapiens), O60755; 0.44% of 360,000 active;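 active = inhibition above the screen-wide average plus 3 SD, cut at about 13% in these data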;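 note: forskolin and galanin both at EC90 stimulate the cells; cAMP rise reported by CNG channel membrane potential dye signal; 0% = forskolin plus galanin with DMSO and 100% = forskolin alone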
Target sequence (O60755 1-299 limits assumed): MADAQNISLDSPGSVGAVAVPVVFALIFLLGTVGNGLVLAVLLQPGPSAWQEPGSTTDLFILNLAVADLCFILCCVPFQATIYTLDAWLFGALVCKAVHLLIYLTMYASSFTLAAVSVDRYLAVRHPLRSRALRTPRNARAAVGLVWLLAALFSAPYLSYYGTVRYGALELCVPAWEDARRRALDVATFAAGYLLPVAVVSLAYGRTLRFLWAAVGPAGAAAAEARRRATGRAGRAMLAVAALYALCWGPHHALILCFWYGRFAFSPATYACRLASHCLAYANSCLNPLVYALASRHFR
Active calls of the source: *; · = no result given; [ ] = remark or other dose. Not a hit list; any-hit rate near 5.4%.

Start of the data: the first 2 compounds, ahead of the listing:
Value order: OXTR ag | V1aR counter | MEKK2 mut-MEK5 | PHOSPHO1 inh | NALP1 inh | MEKK3 PB1 HTS | MEKK2 WT-MEK5 | GPR7 antag | GalR3 antag
O=C(N/C=N/OCc1cccc(C(F)(F)F)c1)N1OC[C@@H]2COc3ccc4ccccc4c3[C@@H]21
    0.6 | 2.3 | -8 | 6 | 36 | 97 | 95 | -3 | -2
COCCNC(=S)N1CCN(c2cccc(C)c2C)CC1
    0.7 | 0.0 | -13 | 12 | 15 | 86 | 83 | 9 | -5

This part in full, previewed entries included:
Value order: OXTR ag | V1aR counter | MEKK2 mut-MEK5 | PHOSPHO1 inh | NALP1 inh | MEKK3 PB1 HTS | MEKK2 WT-MEK5 | GPR7 antag | GalR3 antag
O=C(N/C=N/OCc1cccc(C(F)(F)F)c1)N1OC[C@@H]2COc3ccc4ccccc4c3[C@@H]21
    0.6 | 2.3 | -8 | 6 | 36 | 97 | 95 | -3 | -2
COCCNC(=S)N1CCN(c2cccc(C)c2C)CC1
    0.7 | 0.0 | -13 | 12 | 15 | 86 | 83 | 9 | -5
Cc1ccccc1OCC(O)Cn1c2ccccc2c2ccccc21 (configuration not stated)
    0.1 | 1.4 | -5 | 12 | 3 | 87 | 108 | -14 | -11
COc1cc(C(=O)c2ccccc2Cl)c([N+](=O)[O-])cc1OC
    -1.6 | -0.7 | 4 | 38 | 6 | 105 | 105 | -8 | -1
N#Cc1cccc(C#N)c1NCC1CCCO1 (configuration not stated)
    -0.8 | 0.2 | 3 | 33 | 21 | 102 | 104 | 6 | -9
Cc1oc(-c2ccc(F)cc2)nc1CN1CCCC(C(=O)N2CCOCC2)C1 (configuration not stated)
    · | · | -2 | 41 | -6 | 102 | 102 | -8 | 2
CC(NC(=O)CCCn1cc([N+](=O)[O-])cn1)c1ccccc1 (configuration not stated)
    0.5 | 0.0 | -8 | -5 | 0 | 101 | 98 | -10 | 3
Cc1cc(C)nc(N/N=C/c2ccccc2)n1
    -0.4 | -0.1 | 6 | -5 | 0 | 110 | 103 | -11 | ·
COc1ccc2c(c1)CCC/C2=N\NC(=O)c1ccoc1C
    -0.9 | -0.4 | 4 | -12 | 14 | 109 | 106 | -2 | 8
Oc1ccccc1-c1cc(-c2ccco2)[nH]n1
    2.2 | 0.2 | -1 | 73* | -3 | 103 | 96 | 6 | -8
COc1ccccc1OCC(=O)Nc1ccc(S(=O)(=O)Nc2cc(C)on2)cc1
    -0.6 | -0.7 | -5 | 32 | 27 | 99 | 95 | -8 | -5
OCCC1CN(Cc2nc3c(s2)CCCC3)CCN1Cc1ccccc1 (configuration not stated)
    0.8 | 5.2 | -1 | 28 | 10 | 104 | 100 | 15 | -2
c1ccc(CN2CCN(CCCNc3ccc4nnc(-c5ccccc5)n4n3)CC2)cc1
    -0.4 | -0.1 | 24* | -12 | 17 | 114 | 132 | -7 | ·
O=C(Nc1cccc(F)c1)Nc1ccnn1C1CCN(C(=O)c2ccccn2)CC1
    -1.1 | 1.7 | 14 | 24 | 11 | 107 | 109 | -13 | 6
Oc1ccc(CNc2ccccc2)c2cccnc12
    1.3 | 0.0 | -3 | 51 | -17 | 99 | 94 | -6 | ·
Cc1cc(C(C)(C)C)oc1C(=O)N1CCN(C(=O)c2oc(C(C)(C)C)cc2C)CC1
    · | · | 1 | -40 | 11 | 103 | 97 | -4 | -4
Cc1oc(-c2ccccc2Cl)nc1CS(=O)(=O)CC(=O)NC(C)c1ccccc1 (configuration not stated)
    1.5 | 3.4 | 6 | 36 | -2 | 104 | 96 | -8 | ·
CCOC(=O)c1nnn(CC(=O)Nc2ccccc2)c1C(=O)OCC
    -1.0 | 0.4 | -3 | -5 | 3 | 91 | 98 | -13 | -4
CCOc1ccc(S(=O)(=O)N2CCC(C(=O)N3CCN(Cc4ccccc4)CC3)CC2)cc1
    -0.1 | 5.3 | 2 | 29 | 8 | 100 | 104 | 6 | -3
O=C(N/N=C/c1ccc2c(c1)OCO2)c1ccc2ccccc2n1
    -0.1 | -0.6 | -3 | 16 | 2 | 98 | 91 | 4 | -4

Some values from the list:
`Oc1ccc(CNc2ccccc2)c2cccnc12` | MEKK2 mut-MEK5: -3
`CCOC(=O)c1nnn(CC(=O)Nc2ccccc2)c1C(=O)OCC` | GPR7 antag: -13
`OCCC1CN(Cc2nc3c(s2)CCCC3)CCN1Cc1ccccc1` (configuration not stated) | MEKK3 PB1 HTS: 104

5 records picked at random from those above:
Value order: OXTR ag | V1aR counter | MEKK2 mut-MEK5 | PHOSPHO1 inh | NALP1 inh | MEKK3 PB1 HTS | MEKK2 WT-MEK5 | GPR7 antag | GalR3 antag
COc1cc(C(=O)c2ccccc2Cl)c([N+](=O)[O-])cc1OC
    -1.6 | -0.7 | 4 | 38 | 6 | 105 | 105 | -8 | -1
Oc1ccc(CNc2ccccc2)c2cccnc12
    1.3 | 0.0 | -3 | 51 | -17 | 99 | 94 | -6 | ·
c1ccc(CN2CCN(CCCNc3ccc4nnc(-c5ccccc5)n4n3)CC2)cc1
    -0.4 | -0.1 | 24* | -12 | 17 | 114 | 132 | -7 | ·
Cc1oc(-c2ccccc2Cl)nc1CS(=O)(=O)CC(=O)NC(C)c1ccccc1 (configuration not stated)
    1.5 | 3.4 | 6 | 36 | -2 | 104 | 96 | -8 | ·
Cc1oc(-c2ccc(F)cc2)nc1CN1CCCC(C(=O)N2CCOCC2)C1 (configuration not stated)
    · | · | -2 | 41 | -6 | 102 | 102 | -8 | 2

(more compounds)
Value order: OXTR ag | V1aR counter | MEKK2 mut-MEK5 | PHOSPHO1 inh | NALP1 inh | MEKK3 PB1 HTS | MEKK2 WT-MEK5 | GPR7 antag | GalR3 antag
COC(=O)CN1C(=O)[C@H]2[C@@H](c3ccc(C)o3)N3C(=O)CN(Cc4ccccn4)C(=O)[C@@]3(Cc3ccccc3)[C@H]2C1=O
    -0.6 | 0.2 | -5 | 10 | 30 | 101 | 97 | -10 | -7
COc1ccc(C)cc1NC(=O)C(=O)NNC(=O)COc1ccc(Cl)cc1
    -2.5 | -0.9 | 0 | 32 | 3 | 106 | 102 | -12 | -3
CCn1cc(CN2CCC(C(=O)Nc3ccc(Oc4cccnc4)cc3)CC2)c(C)n1
    0.6 | 0.2 | 6 | 18 | 25 | 103 | 112 | -10 | -4
CCCCC(=O)N(c1ccc(C)c(C)c1)C1C=CS(=O)(=O)C1 (configuration not stated)
    -0.6 | -0.5 | -22 | -21 | -1 | 1.0*[inhibitor] | -7.0*[inhibitor] | 7 | -8
CC(C)N(C(=O)N1CCC(c2nc(-c3ccncc3)no2)CC1)C(C)C
    8.1 | 6.7 | 4 | 7 | 31 | 100 | 100 | -7 | -7
COc1ccc(/C=N/NC(=S)Nc2ccccc2[N+](=O)[O-])cc1O
    1.4 | 0.7 | -2 | -20 | 39 | 97 | 93 | -1 | 2
CCOC(=O)COc1ccc(/C=C2/C(=O)NN(c3ccc(F)cc3)C2=O)cc1OC
    1.9 | 0.8 | 15 | 13 | 29 | 116 | 167* | -10 | -3
CC[C@@H](C)[C@H](NC(=O)Cc1c(C)c2c(cc(C)c3c(C)c(C)oc32)oc1=O)C(=O)O
    · | · | -3 | 10 | 23 | 99 | 101 | 17 | -12
CC(C)NC(=O)c1ccc(COc2cc(Cl)ccc2Cl)o1
    -1.1 | 2.3 | 7 | 46 | 4 | 101 | 99 | 2 | -11
COC1(OC)N=C(N)C2(C#N)C(c3ccc4c(c3)OCO4)C12C#N (configuration not stated)
    -0.2 | 0.6 | 2 | 11 | 12 | 97 | 101 | 3 | -3
O=C(CN1C(=O)c2ccc([N+](=O)[O-])cc2C1=O)Nc1nccs1
    1.8 | 0.9 | -1 | 45 | -1 | 106 | 100 | 3 | -1
CCOCCCn1c(=N)c(C(=O)NCCN2CCOCC2)cc2c(=O)n3cccc(C)c3nc21
    1.6 | 0.3 | · | · | · | · | · | -3 | -3
Cc1ccc(N2C(=O)CC(Sc3ncccc3C(=O)O)C2=O)cc1 (configuration not stated)
    0.4 | 0.8 | -6 | 10 | 3 | 100 | 97 | 8 | 2
O=C(NCCN1CCN(Cc2ccc([N+](=O)[O-])cc2)CC1)C(=O)Nc1ccccc1
    0.8 | 1.1 | -7 | 0 | 44 | 77 | 87 | 7 | 6
CC(=O)N1c2ccc(S(=O)(=O)NCC3CCC(C(=O)NC4CCCCC4C)CC3)cc2CC1C (configuration not stated)
    2.1 | 1.2 | 2 | 27 | -4 | 102 | 100 | -11 | -5
COc1ccc(N2CCN(C(=O)c3ccc(C)c(NC(=O)c4ccco4)c3)CC2)cc1
    1.2 | 2.2 | 4 | 12 | 5 | 100 | 104 | -10 | -3
CCCn1c(N)c(N(C)C)c(=O)n(CC(=O)Nc2ccc(OC(F)(F)F)cc2)c1=O
    1.6 | 4.3 | 3 | -3 | 8 | 101 | 104 | -4 | 3
Clc1ccc(Cn2c(-c3cccnc3Cl)nc3ccccc32)cc1
    0.2 | 0.0 | 0 | 12 | 5 | 97 | 94 | -1 | -6
CCOC(=O)CNC(=O)CSc1nnc(NC(=O)c2ccc3c(c2)OCO3)s1
    -0.1 | 2.2 | 9 | 33 | 15 | 105 | 110 | -11 | -1
CSc1ccc(Cc2ccc(Cl)cc2Cl)nn1
    -1.4 | -1.4 | 0 | 28 | 9 | 99 | 101 | -16 | -7
COCCN1CCN(Cc2cn(C)nc2-c2cccc(Cl)c2)CC1
    -1.6 | 0.9 | -6 | 34 | 16 | 93 | 92 | -2 | -5
O=[N+]([O-])c1ccc(N2CCN(S(=O)(=O)c3ccc(Cl)c(Cl)c3)CC2)cc1NCCN1CCOCC1
    -1.2 | -0.8 | 1 | -12 | 19 | 102 | 103 | -5 | -5
Cn1nccc1NC(=O)Nc1cccc([N+](=O)[O-])c1
    0.9 | -0.5 | -25 | 8 | · | 90 | 97 | -7 | 3
O=C(O)/C=C/c1cn(-c2ccccc2)nc1-c1ccc(-c2ccc([N+](=O)[O-])cc2)o1
    -0.5 | 0.2 | -4 | -5 | -1 | 95 | 90 | -4 | -3
O=C(Cn1c2[n+](c3ccc(C(F)(F)F)cc31)CCCCC2)Nc1c(F)cccc1F
    1.0 | -0.6 | -1 | -18 | 11 | 102 | 101 | -3 | -3
C[C@@H](C(=O)NCc1ccc(S(C)(=O)=O)cc1)[C@@H]1C[C@@]1(C)[C@@H](NC(=O)OCc1ccccc1)c1ccccc1
    -1.1 | 0.6 | 4 | -18 | 24 | 98 | 93 | -6 | -3
CN1/C(=C\C(=O)c2cccs2)Sc2ccccc21
    -2.9 | -0.9 | 6 | 4 | -4 | 108 | 104 | -3 | -4
O=C(c1cccc(F)c1)N1CCN(S(=O)(=O)c2ccc(C(F)(F)F)cc2)CC1
    0.3 | 0.2 | 1 | 17 | -6 | 98 | 95 | -12 | -7
COc1ccc(N2CCN(C(=O)CNC(=O)c3ccc(C(C)(C)C)cc3)CC2)cc1
    16 | 12 | -1 | -5 | 21 | 98 | 102 | 16 | 0
